Bioassay records: PubChem, National Center for Advancing Translational Sciences (NCATS)
D1 agonist = agonists of human D1 dopamine receptor. HEK293 T-REx D1 cells, calcium flux, agonist mode. P21728. AID 504660. actives 1% (n = 360,000). activation, % at 2 µM; in the data active means activation above about 30%; further: 0% is about no effect
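Agonism was scored from calcium flux recorded over 180 s (1 read/s) after pintool compound addition, following a 10-cycle baseline. Cells were inducible force-coupled HEK293 TREx D1, plated overnight at 30 C and loaded with no-wash calcium dye.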
D1 antag = blocks dopamine activation of the human D1 receptor; actives 3.2% (n = 360,000); activity change, negative = inhibition, % at 10 µM; HEK293 TREx D1 cells, calcium flux, dopamine EC80; active compounds read low; P21728; AID 504652; in the data active means activity change below about -30%; further: on the % scale 0 is the no-effect control and ±100 the full control effect
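Allosteric or orthosteric antagonism assessed as attenuation of the calcium response to EC80 dopamine, added 180 s after compound, in induced HEK293 Trex D1 cells loaded with no-wash calcium dye.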
Vif-A3G inh = blocks the Vif interaction with human APOBEC3G; actives 0.076% (n = 410,000); Q9HC16; HeLa A3G-eYFP + Vif (tagged APOBEC3G with the HIV-1 protein that degrades it), YFP fluorescence, overnight; Potency, µM (highest dose often 46.1 µM), without a hit: at the top dose activity, negative = active, most hits filed as inhibitors; AID 602310;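 further: potency means the concentration at half of the fitted maximal effect; on the % scale 0 is the no-effect control and ±100 the full control effect; nearly all actives have a fitted effect of over 60% in size; hits raise eYFP signal because A3G escapes Vif-driven loss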
Target sequence (Q9HC16 whole entry, looked up): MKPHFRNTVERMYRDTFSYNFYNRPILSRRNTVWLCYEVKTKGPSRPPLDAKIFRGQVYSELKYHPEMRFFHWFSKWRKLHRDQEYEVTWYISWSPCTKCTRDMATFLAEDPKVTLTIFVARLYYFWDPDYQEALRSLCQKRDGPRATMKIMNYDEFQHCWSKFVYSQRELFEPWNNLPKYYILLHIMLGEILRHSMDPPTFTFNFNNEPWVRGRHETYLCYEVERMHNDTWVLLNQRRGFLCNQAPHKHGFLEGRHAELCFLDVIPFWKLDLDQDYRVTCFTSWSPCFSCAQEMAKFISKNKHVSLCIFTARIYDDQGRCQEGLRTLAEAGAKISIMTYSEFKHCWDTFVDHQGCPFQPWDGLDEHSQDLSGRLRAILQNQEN
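Read-out is eYFP fluorescence (Ex 488/Em 500-530) from Vif-expressing HeLa A3G-eYFP cells; more signal means A3G escaped Vif-mediated degradation. Cells plated overnight, compound pinned in, incubated overnight at 37 deg C.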
Vif-A3F inh = inhibitors of Vif-A3F interaction | Potency, µM (series often up to 46.1 µM), without a hit: at the top dose activity, negative = active | HeLa A3F-eYFP + Vif (tagged APOBEC3F with the HIV-1 protein that degrades it), YFP fluorescence increase | actives 0.2% (n = 390,000); further: potency means the concentration at half of the fitted maximal effect; % of control where 0% means no effect; nearly all actives have a fitted effect of over 65% in size
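HeLa cells stably expressing Vif plus C-terminally eYFP-tagged A3F were seeded, incubated overnight at 37 deg C, dosed with compound, incubated overnight again at 37 deg C. Yellow fluorescence (Ex 488/Em 500-530) reported blocked Vif-mediated A3F-eYFP degradation.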
Glioma ERSR ind = ER stress response induction in glioma; U87-MG GRP78 promoter luciferase reporter, 16 h; Potency, µM, inactives show top-dose activation, hits mostly activators; actives 0.02% (n = 420,000); further: potency means the concentration at half of the fitted maximal effect; series mostly up to about 76 µM; % of control where 0% means no effect; nearly all actives have a fitted effect of over 35% in size
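Stably transfected U87-MG human glioma cells carrying a GRP78-based luminescent sensor were seeded at 1000 cells/well, pin-dosed with compounds and incubated 16 h. Luciferase reagent was then added, and end-point luminescence was read after 10 min at room temperature.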
LDHA block = inhibitors of human lactate dehydrogenase A; P00338; purified LDHA, NADH/diaphorase-resazurin fluorescence; active compounds read low; activity change, % (values are at about 110 or 230 µM); actives 0.15% (n = 480,000); AID 1347041; in the data active means activity change below about -30%; inconclusive means mostly about -25% to -30%;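 further: plate controls were DMSO wells for no effect and wells without enzyme for full effect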
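Remaining NADH was detected by diaphorase (0.133 mg/mL) converting 37 µM resazurin to fluorescent resorufin, read at 0 and 20 minutes. The preceding 5-minute room-temperature reaction used 2 nM LDHA, 0.2 mM sodium pyruvate and 0.06 mM NADH at pH 7.4.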
D2 potentiator = positive allosteric modulators of human D2 dopamine receptor | actives 0.34% (n = 340,000) | potentiation, % at 10 µM | AID 485347 | HEK293 T-REx D2, calcium flux, EC20 dopamine potentiation;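 active means potentiation over 3 SD above the plate norm, cut at about 30% in these data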; further: 0% is about no effect
Target sequence (P14416 whole entry, looked up): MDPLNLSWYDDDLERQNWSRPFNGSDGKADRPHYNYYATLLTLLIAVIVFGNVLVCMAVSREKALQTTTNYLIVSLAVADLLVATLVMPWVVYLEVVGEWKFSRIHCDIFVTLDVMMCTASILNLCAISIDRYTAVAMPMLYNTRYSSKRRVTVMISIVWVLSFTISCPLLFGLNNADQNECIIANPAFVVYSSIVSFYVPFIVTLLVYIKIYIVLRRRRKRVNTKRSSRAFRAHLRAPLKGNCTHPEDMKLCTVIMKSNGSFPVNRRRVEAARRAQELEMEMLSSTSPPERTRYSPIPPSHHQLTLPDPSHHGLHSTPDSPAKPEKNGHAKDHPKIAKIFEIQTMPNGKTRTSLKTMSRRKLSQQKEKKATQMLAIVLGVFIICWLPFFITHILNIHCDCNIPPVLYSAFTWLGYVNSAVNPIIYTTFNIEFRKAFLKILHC
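Potentiation of an EC20 dopamine calcium response is measured in a force-coupled, tetracycline-inducible Hek293 Trex D2 line. Compound-only kinetic reads over 180 s flag agonists before dopamine addition.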
RXFP1 ag = agonists of human relaxin receptor RXFP1 | Potency, µM (doses to about 57.5 µM), without a hit: top-dose activation, usual class: activators | HEK293T-RXFP1 cAMP TR-FRET, 30 min; response scale: percent of porcine relaxin response, buffer zero | actives 0.3% (n = 370,000) | AID 2676; further: potency means the concentration at half of the fitted maximal effect; on the % scale 0 is the no-effect control and ±100 the full control effect; nearly all actives have a fitted effect of over 60% in size; many of its hits are not listed in these tables
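HEK293T cells stably expressing RXFP1 were pretreated with the PDE4 inhibitor Ro 20174, exposed to compounds for 30 min at 37C, lysed, and cAMP was read by TR-FRET. Data normalized to buffer (basal) and 29 nM porcine relaxin (100%).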
D1 PAM = potentiators of human D1 dopamine receptor | actives 0.036% (n = 360,000) | P21728 | HEK293 TREx D1 cells, calcium flux, dopamine EC20 potentiation | AID 504651 | potentiation, % at 10 µM; in the data active means potentiation above about 30%; further: 0% is about no effect
Numbers without * were called inactive; ? = inconclusive; . = not tested or not shown. Unless noted, the call rests on the fitted dose curve; in most records, active means well fitted curve in the direction sought with a large enough effect; inconclusive means small, poorly fitted or top-dose-only effect, or another doubt; inactive means no such curve, though single readings can be large; an effect the other way counts as inactive or inconclusive. This is a subset; count on the stated rates, not on these rows.

SMILES	D1 agonist	D1 antag	Vif-A3G inh	Vif-A3F inh	Glioma ERSR ind	LDHA block	D2 potentiator	RXFP1 ag	D1 PAM
Cc1noc(C)c1C(=O)OCC(=O)Nc1cc(S(=O)(=O)N2CCOCC2)ccc1Cl	17	-8	.	.	.	.	-1	9.1%	4
CCC(=O)N1c2ccc(S(=O)(=O)N3CCN(C)CC3)cc2CC1C (centres undefined)	3	-13	1%	-12%	5%	-8	17	-1.7%	1
O=C(NNc1cc(Cl)ccc1Cl)c1c(F)cccc1Cl	3	-14	-5%	?	-1%	-6	7	1.0%	-5
COc1cccc(CC(=O)Nc2ccc(-c3nc4ccccc4s3)cc2Cl)c1	11	-6	-3%	-17%	-4%	-3	2	7.5%	-4
COc1cccc(/C=C2\CCCCC2=O)c1	-3	-23	-6%	2%	11%	-1	9	0.5%	2
COc1ccc(CN(C)C(=O)c2cccc(C(=O)N(C)Cc3ccc(OC)cc3)c2)cc1	13	-27	0%	3%	-3%	-3	-2	0.3%	-1
CCOC(=O)N1CCC(NC(=O)Cn2cccc2C(=O)c2ccccc2)CC1	6	-4	13%	-10%	-2%	-5	3	0.1%	-3
O=C(c1cc(COc2ccc3ncccc3c2)on1)N1CCCC1	14	1	4%	1%	2%	0	6	18%	-2
COc1ccc(C(C)C)cc1S(=O)(=O)N1CCC(C(=O)NCc2cccnc2)CC1	-1	-15	0%	-13%	4%	-4	.	0.8%	-6
NS(=O)(=O)OCCCc1ccc(C(F)(F)F)cc1	1	-27	1%	3%	-1%	-1	0	-2.4%	-6
Cc1ccc(S(=O)(=O)NCc2ccco2)cc1C(N)=O	3	-3	0%	-3%	-3%	-3	-4	2.1%	-2
Cc1ccc(NC(=S)N(CCN(C)C)C(C)c2cccnc2)c(C)c1 (centres undefined)	5	10	-1%	-1%	-5%	-5	32*	0.7%	-1
NC(=O)C1(N2CCCCC2)CCN(C(=O)c2ccc(C#CC3(O)CCCCC3)cc2)CC1	-1	-2	0%	0%	-1%	2	3	-1.4%	-1
COc1ccc(NC(=O)CCNC(=O)Cn2ccc3ccccc3c2=O)c(OC)c1	2	-14	-5%	2%	-2%	-4	2	2.3%	2
Cc1cc(=O)oc2c(C(=O)c3ccccc3)c(OCC(N)=O)ccc12	3	-6	0%	2%	-3%	1	-2	0.2%	-2
O=C(NC1CCCC1)C1CCCN1C(=O)Nc1ccc(Cl)cc1 (centres undefined)	0	-5	2%	.	-4%	-4	11	1.3%	1
COc1ccc(CCNC(=O)c2cc3n(n2)CCCN(Cc2ccc(C)cc2)C3=O)cc1OC	0	-3	2%	-2%	-3%	0	5	3.8%	1
COc1cccc(Nc2c(F)c(OC)c(F)c(F)c2C(=O)O)c1	2	5	1%	4%	-2%	3	-4	-0.2%	2
COc1ccccc1C(=O)Nc1nnc(-c2ccccc2)s1	0	-23	-9%	2%	0%	-10	-2	-1.6%	3
COc1ccccc1C1CC(c2ccc(C)cc2)Nc2ncnn21 (centres undefined)	-3	18	-7%	0%	0%	-3	0	0.5%	0
COc1ccc(NC(=O)C(=O)NCCc2ccccc2)cc1OC	8	24	1%	8%	-2%	4	-4	-0.1%	-4
CCc1noc(C)c1C(=O)N(CC)CC(=O)NCc1ccc(Cl)cc1	2	10	2%	15%	-2%	-11	9	1.6%	-4
CCCCn1c(N)c(N(CC)C(=O)c2cccc(C)c2)c(=O)[nH]c1=O	4	-1	0%	-6%	0%	-9	-6	1.7%	-5
COC(=O)N/N=C/c1cn(CCOc2ccccc2OC)c2ccccc12	1	-8	-1%	3%	-4%	-4	-9	1.8%	0
COc1ccccc1NC(=O)C(C)N(C)Cc1ccc(Cl)s1 (centres undefined)	5	15	4%	9%	-5%	1	14	-2.4%	4
CC(C)C1NCCc2c1sc1ccccc21 (centres undefined)	.	.	0%	6%	0%	-4	.	.	.
COc1cccc(/C=C/c2n[nH]c(=O)c(C#N)c2C)c1	2	-5	1%	-5%	-1%	-4	-4	-0.1%	11
O=[N+]([O-])c1ccc(N2CCOCC2)nc1	-1	-3	2%	4%	-3%	2	6	-1.1%	-1
COc1ccc(C(=O)COC(=O)c2c(-c3ccccc3)noc2C)c(OC)c1	6	2	-6%	-4%	-1%	-6	-9	-0.2%	-2
CCc1cccc(Nc2c3c(nc4ncnn24)CCC3)c1	3	-18	-6%	0%	-1%	2	3	0.7%	-5
COC(=O)CC1C(=O)NCCN1C(=O)Nc1ccc(Cl)cc1 (centres undefined)	2	-21	-3%	-8%	-3%	-2	7	0.4%	1
Cc1ccc(-n2nc(C)c3onc(C)c3c2=O)cc1	0	-18	-4%	-12%	-3%	-2	4	5.1%	1
COC(=O)c1ccc(OC)c(CSc2nnc(COc3ccc(Cl)cc3)o2)c1	19	-4	-1%	-10%	-4%	-2	.	0.8%	-6
O=c1cnn(Cc2ccc(Cl)c(Cl)c2)c2ccccc12	10	8	-8%	9%	-1%	-3	3	0.8%	-2
CCCCC(=O)OCC(=O)Nc1ccc(SC(F)F)cc1	1	.	-1%	-21%	-2%	-2	-5	0.5%	-4
CCCCCC(=O)N1C[C@H](O)[C@@H](n2cc(C3CC3)nn2)C[C@@H]1c1ccc(C)cc1	.	.	0%	-4%	-5%	-6	.	.	.
CCOc1ccc(-c2nc(C)sc2CC(=O)O)cc1	1	0	1%	-7%	-4%	2	2	1.7%	3
CC[C@]12C(=O)N(C)C[C@H]([C@@H]3C(=O)N(C)C(=O)[C@@H]31)N2C(=O)c1ccc(F)cc1	.	.	0%	7%	3%	-1	.	.	.
CCOc1ccccc1C(=O)N1CCN=C1SCc1cccnc1	3	-4	-1%	-25%	-5%	-6	-7	-0.2%	-1
Cn1cc(C(=O)c2ccc(Cl)cc2Cl)cc1C(=O)N/N=C(\N)COc1ccccc1	1	0	0%	-10%	-8%	-6	-1	-0.1%	-1
Cc1ccc2c(c1)N(C(=O)CCC(=O)NCCCN1CCN(C)CC1)CC(C)O2 (centres undefined)	2	-21	5%	5%	-3%	-5	2	4.7%	-1
O=C(Cn1ncc2c([nH]c3ccccc32)c1=O)NCCc1ccccc1	3	-5	0%	-5%	-2%	-5	12	5.3%	-8
O=C(N1CCN=C1SCc1cccnc1)C12CC3CC(CC(C3)C1)C2	5	-19	1%	-6%	-2%	-4	2	-1.5%	3
Cc1ccc(Nc2cc(-c3ccccc3)nc(C)n2)cc1	1	-16	-1%	-7%	5%	-7	.	0.3%	1
CCOC(=O)c1cnc(N)nc1-c1ccccc1	.	.	-6%	9%	-6%	-10	.	.	.
CC(=O)Nc1ccc(SCCC2CCCCN2C)cc1 (centres undefined)	4	5	-1%	-9%	1%	-7	-4	3.7%	-4
COc1cccc(-c2ccc(C#N)c(OC(=O)c3ccc(Cl)cc3)n2)c1	1	-3	-1%	-11%	-1%	-9	-2	-0.3%	-1
Cc1nn(-c2ccccc2)nc1C(=O)Nc1cccc(C(=O)NC2CC2)c1	.	.	-21%	-3%	-2%	-16	.	.	.
COc1ccc(CC(NC(C)=O)C(=O)NC2CCN(c3nc(C)cc(C)c3C#N)CC2)cc1OC (centres undefined)	-1	-8	1%	-2%	-3%	-10	-1	2.3%	-3
Cc1cnc(C)c(N2CCC(C(=O)NCc3ccco3)CC2)n1	3	0	1%	-2%	-1%	1	4	1.2%	-2
Following part:
SMILES	D1 agonist	D1 antag	Vif-A3G inh	Vif-A3F inh	Glioma ERSR ind	LDHA block	D2 potentiator	RXFP1 ag	D1 PAM
Cc1cc2ccccc2n1CCNC(=O)c1cccs1	6	-24	-1%	4%	0%	-4	0	15%	-10
Cc1ccc(NC(=O)CSc2nc3ccccc3nc2Cc2ccccc2)c(C)c1	4	-4	0%	5%	-2%	-7	6	15%	0
CC(c1ccccc1)n1c(Cn2ncc3ccccc3c2=O)n[nH]c1=S (centres undefined)	3	15	1%	6%	-3%	-2	-5	7.2%	4
CC(NC(=O)CN1CCN(Cc2cccc(F)c2)CC1)c1ccccc1 (centres undefined)	11	-18	4%	7%	.	0	-27	0.6%	-4

Quoted from the entries so far for reference:
SMILES	D1 agonist	D1 antag	Vif-A3G inh	Vif-A3F inh	Glioma ERSR ind	LDHA block	D2 potentiator	RXFP1 ag	D1 PAM
COC(=O)N/N=C/c1cn(CCOc2ccccc2OC)c2ccccc12	1	-8	-1%	3%	-4%	-4	-9	1.8%	0
COc1ccccc1NC(=O)C(C)N(C)Cc1ccc(Cl)s1 (centres undefined)	5	15	4%	9%	-5%	1	14	-2.4%	4
CC(C)C1NCCc2c1sc1ccccc21 (centres undefined)	.	.	0%	6%	0%	-4	.	.	.
COc1cccc(/C=C/c2n[nH]c(=O)c(C#N)c2C)c1	2	-5	1%	-5%	-1%	-4	-4	-0.1%	11
O=[N+]([O-])c1ccc(N2CCOCC2)nc1	-1	-3	2%	4%	-3%	2	6	-1.1%	-1
COc1ccc(C(=O)COC(=O)c2c(-c3ccccc3)noc2C)c(OC)c1	6	2	-6%	-4%	-1%	-6	-9	-0.2%	-2
CCc1cccc(Nc2c3c(nc4ncnn24)CCC3)c1	3	-18	-6%	0%	-1%	2	3	0.7%	-5
COC(=O)CC1C(=O)NCCN1C(=O)Nc1ccc(Cl)cc1 (centres undefined)	2	-21	-3%	-8%	-3%	-2	7	0.4%	1
Cc1ccc(-n2nc(C)c3onc(C)c3c2=O)cc1	0	-18	-4%	-12%	-3%	-2	4	5.1%	1
COC(=O)c1ccc(OC)c(CSc2nnc(COc3ccc(Cl)cc3)o2)c1	19	-4	-1%	-10%	-4%	-2	.	0.8%	-6
O=c1cnn(Cc2ccc(Cl)c(Cl)c2)c2ccccc12	10	8	-8%	9%	-1%	-3	3	0.8%	-2
